# Bioassay records (PubChem BioAssay)
# ERG-DNA inh: blocks human ERG Ets domain binding to DNA; P11308; fluorescence polarization, His-ERG Ets domain / labelled DNA; Potency, µM (top dose mostly 76.9 µM), inactives show at the top dose FP activity, negative = inhibition, hits mostly inhibitors; actives 0.028% (n = 370,000); AID 624246; active = well fitted inhibition curve with a large enough effect in the polarisation, with a control signal flat; inconclusive = small, poorly fitted or top-dose-only effect, or effect the other way, or a change in a side signal; inactive = no such curve, though single readings can be large or run the other way; the % refers to the polarisation;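 also: polarization taken with two DNA probes labelled with fluorescein and Texas red; potency is read from the fitted curve at half-maximal effect; % of control where 0% means no effect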
#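 His-tagged ERG Ets domain (1 uM in the protein solution; 300mM KCl, 50mM Tris-HCl, 1mM EDTA, 1mM DTT, pH 7.5) received compound, then a probe mix of 5 nM fluorescein-DNA and 100nM Texas-615-DNA. Fluorescence polarization was read for both dyes.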
# Pol kappa inh: blocks human DNA polymerase kappa activity; Q9UBT6; purified Pol kappa, fluorescent DNA synthesis assay, 10 min; Potency, µM (doses to about 107 µM), for the others: top-dose activity, negative = inhibition, hits mostly inhibitors; actives 0.53% (n = 400,000); AID 588579; also: potency is read from the fitted curve at half-maximal effect; % is scaled to controls: 0 for no effect and ±100 for the full control effect
#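 Kinetic fluorescence screen: compound preincubated 15 min RT with 10 nM enzyme; 50 nM substrate (final) initiates; reads at 0/10 min.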
# APEX1 inh: blocks human APE1 abasic DNA cleavage. recombinant APE1, TAMRA/BHQ-2 abasic DNA cleavage fluorescence. Potency, µM (series often up to 65.8 µM), inactives show at the highest dose activity change, negative = inhibition, actives largely listed as inhibitors. actives 0.35% (n = 350,000);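 also: potency is read from the fitted curve at half-maximal effect; plate controls were vehicle for no effect and reference inhibitor for full effect; nearly all actives have a fitted effect of over 55% in size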
#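 Readout is kinetic fluorescence (ex 525, em 598 nm) from cleavage of 50 nM TAMRA/BHQ-2 THF abasic duplex by 0.75 nM APE1, compound added 15 min beforehand at RT.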
# RGS4 inh: blocks human RGS4-accelerated GTP hydrolysis; P49798; Transcreener GDP fluorescence polarization, RGS4-accelerated GTP hydrolysis; Potency, µM (doses to about 114 µM), inactives show at the highest dose activity change, negative = inhibition, usual class: inhibitors; actives 0.039% (n = 390,000); also: potency is read from the fitted curve at half-maximal effect; % is scaled to controls: 0 for no effect and ±100 for the full control effect; nearly all actives have a fitted effect of over 75% in size; some results filed as inactive show a strong effect at the top dose
# Target sequence (P49798 whole entry, looked up): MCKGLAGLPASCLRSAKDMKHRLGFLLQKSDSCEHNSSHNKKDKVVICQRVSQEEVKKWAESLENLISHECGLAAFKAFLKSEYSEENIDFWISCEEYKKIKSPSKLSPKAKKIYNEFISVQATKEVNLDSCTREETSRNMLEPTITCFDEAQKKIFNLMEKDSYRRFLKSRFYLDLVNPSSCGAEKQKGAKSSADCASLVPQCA
#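 MLSMR compounds (23 nl, pin-transferred) preincubated 10 min at room temperature with a 500nM (2x) first reagent, then RGS4 at 900nM (2x) plus Transcreener GDP mix added; fluorescence polarization (620/688 nm) read before and after 90 min at 30 °C.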
# LDHA inh: LDHA (human) enzyme inhibition | P00338 | purified LDHA, NADH/diaphorase-resazurin fluorescence; hits give low values | activity change, % (values are at about 110 or 230 µM) | actives 0.15% (n = 480,000); in the data active = activity change below about -30%; inconclusive = mostly about -25% to -30%;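 also: plate controls were DMSO wells for no effect and wells without enzyme for full effect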
#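 LDH5 2 nM; NADH 0.06 mM, pyruvate 0.2 mM; 200 mM Tris pH 7.4, EDTA, Tween-20; 5 min RT. Detection: diaphorase 0.133 mg/mL + resazurin 37 µM, fluorescence ex540/em590 at 0 and 20 min; normalized to enzyme-free and DMSO wells.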
# ALOX12 inh: blocks human arachidonate 12S-lipoxygenase. P18054. purified 12hLO, xylenol orange hydroperoxide absorbance. Potency, µM (highest dose often 108 µM), for the others: at the top dose activity change, negative = inhibition, most hits filed as inhibitors. actives 1.1% (n = 580,000); also: potency is read from the fitted curve at half-maximal effect; % is scaled to controls: 0 for no effect and ±100 for the full control effect
#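 Purified human 12hLO at 150 nM in 25 mM Hepes, 0.01% Triton X-100, pH 7.0, preincubated 15 min at room temperature with compound. Reaction started with 40 uM arachidonic acid, 30 min at room temperature. Hydroperoxide measured by Fe-xylenol orange, 573/405 nm absorbance ratio.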
# POLH inh: inhibitors of human DNA polymerase eta; AID 588591; Potency, µM (top dose mostly 114 µM), inactives show at the top dose activity change, negative = inhibition, actives largely listed as inhibitors; actives 1.2% (n = 390,000); Q9Y253; recombinant Pol eta, fluorescent DNA replication assay; also: potency is read from the fitted curve at half-maximal effect; % is scaled to controls: 0 for no effect and ±100 for the full control effect
# Target sequence (Q9Y253 whole entry, looked up): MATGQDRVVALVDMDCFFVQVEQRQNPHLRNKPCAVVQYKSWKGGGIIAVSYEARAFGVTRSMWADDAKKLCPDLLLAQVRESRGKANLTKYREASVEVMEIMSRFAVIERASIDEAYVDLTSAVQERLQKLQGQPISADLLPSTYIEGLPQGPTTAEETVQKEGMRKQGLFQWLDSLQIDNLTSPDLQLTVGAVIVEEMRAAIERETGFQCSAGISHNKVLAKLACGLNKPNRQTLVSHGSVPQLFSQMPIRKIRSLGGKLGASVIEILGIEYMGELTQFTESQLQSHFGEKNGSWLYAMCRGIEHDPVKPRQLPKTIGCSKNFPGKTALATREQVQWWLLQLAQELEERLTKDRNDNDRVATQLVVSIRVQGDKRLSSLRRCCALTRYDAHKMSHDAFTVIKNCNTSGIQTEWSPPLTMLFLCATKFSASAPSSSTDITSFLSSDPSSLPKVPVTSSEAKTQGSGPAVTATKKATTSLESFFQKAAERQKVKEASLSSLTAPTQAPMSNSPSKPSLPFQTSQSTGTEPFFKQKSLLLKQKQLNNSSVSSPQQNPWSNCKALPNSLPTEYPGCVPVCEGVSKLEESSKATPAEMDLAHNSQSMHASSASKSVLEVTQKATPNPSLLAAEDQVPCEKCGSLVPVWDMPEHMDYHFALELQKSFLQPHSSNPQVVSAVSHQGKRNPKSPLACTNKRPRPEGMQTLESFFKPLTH
#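 Pol eta at 10 nM preincubated with compounds 15 min at room temperature; reaction started with fluorescent substrate (50 nM final) and read kinetically at 0 and 10 min.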
# Apoferritin bind: candidate novel general anesthetic via apoferritin binding; apoferritin/1-aminoanthracene competitive binding, fluorescence; Potency, µM (top dose mostly 77.5 µM), inactives show at the highest dose activity change, negative = displacement, hits mostly inhibitors; actives 0.074% (n = 350,000); P02791; AID 485281; also: potency is read from the fitted curve at half-maximal effect; % is scaled to controls: 0 for no effect and ±100 for the full control effect; nearly all actives have a fitted effect of over 20% in size
# Target sequence (P02791 2-175 limits assumed): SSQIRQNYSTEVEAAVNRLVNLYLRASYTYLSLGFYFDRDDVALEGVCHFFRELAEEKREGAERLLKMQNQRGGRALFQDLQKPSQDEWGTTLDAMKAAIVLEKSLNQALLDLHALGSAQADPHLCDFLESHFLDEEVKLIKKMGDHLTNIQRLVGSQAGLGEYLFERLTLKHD
#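 Probe: 1-aminoanthracene (50% saturated, PBS). Protein: horse-spleen apoferritin, 10 uM. Incubation: 10 min, room temperature. Detection: 380 nm excitation, 535 nm emission. Analysis: normalized response, four-parameter Hill.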
# Pol beta inh: blocks human DNA polymerase beta activity | P06746 | Pol beta primer extension/strand displacement, fluorescence kinetic | Potency, µM (doses to about 114 µM), inactives show at the highest dose activity change, negative = inhibition, actives largely listed as inhibitors | actives 1.3% (n = 340,000) | AID 485314; also: potency is read from the fitted curve at half-maximal effect; % is scaled to controls: 0 for no effect and ±100 for the full control effect
#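 Enzyme-only controls used 10 nM Pol beta; buffer lacking enzyme served as negative control. Compound preincubated 15 min, then 50 nM substrate added; 0 and 10 min reads at room temperature.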
# Starred values were filed as active, the others as inactive; ? = inconclusive; · = not tested or not shown; & = joins results of further samples; [ ] = dose if it differs, or a comment. Unless noted, calls follow the shape of the dose curve; as a rule, active = well fitted curve in the direction sought with a large enough effect; inconclusive = small, poorly fitted or top-dose-only effect, or another doubt; inactive = no such curve, though single readings can be large; an effect the other way counts as inactive or inconclusive.
# Values in the order – Pol beta inh	ALOX12 inh	Apoferritin bind	Pol kappa inh	ERG-DNA inh	LDHA inh	APEX1 inh	RGS4 inh	POLH inh
Cc1ccc(S(=O)(=O)N2CCN(c3nc(-c4cccnc4)nc4ccccc34)CC2)cc1
  ·	?	·	-7%	·	3&6	·	2%	·
CS(=O)(=O)c1ccc(Cl)c(C(=O)Nc2ccc3nc(N4CCOCC4)sc3c2)c1
  ·	27%	·	0%	20%	0	-5%	25%	-14%
O=C(Cn1cc(S(=O)(=O)Cc2cccc(Cl)c2)c2ccccc21)Nc1ccc(F)c(Cl)c1
  5%	-29%	-9%	-11%	8%	-9	·	16%	-5%
CCN(CC)C(=O)C1CCCN(Cc2sccc2C)C1 (centres undefined)
  0%	-18%	-3%	-6%	-9%	-15	5%	21%	-8%
Cc1ccc(NC(=O)CCN2C(=O)c3ccccc3Sc3ncccc32)c(Cl)c1
  -25%	-24%	?	-6%	-3%	-5	·	14%	9%
COCCCNC(=O)c1ccc2c(c1)ncn2-c1ccc(C)cc1C
  ?	·	3%	-5%	-2%	1	60%[activator]	-5%	4%
O=C(CN1C(=O)c2ccccc2S1(=O)=O)c1ccc(F)cc1
  27%	?	-6%	18%	9%	14&-1	5%	-5%	-4%
NC(=S)NNC(=O)c1cc(C(F)(F)F)cc(C(F)(F)F)c1
  21%	222%[activator]	3%	3%	3%	-3	4%	-54%	-14%
CC(=O)CCc1c[nH]c2c(C(=O)O)cccc12
  2%	?	-8%	-1%	-1%	-4	-3%	9%	-9%
O=C(O)CCCSCC(=O)Nc1ccccc1
  37%	4%	-6%	-2%	2%	1	-1%	-18%	-3%
CC1=CC2C(C(O)CC3(C)C2CC(C)C32OCOC23COCO3)C2(C)C/C(=C\O)C(=O)C=C12 (centres undefined)
  ·	?	·	-9%	12%	2	·	?	-2%
CCCOC(=O)c1[nH]c2c(c1C)C(=O)CC(c1cc(OC)c(OC)c(OC)c1)C2 (centres undefined)
  -12%	221%[activator]	?	12%	-15%	-7	-7%	7%	-3%
CCCC(=O)Nc1ccc(NC(=O)c2cc3ccccc3o2)c(OC)c1
  32%	-8%	-23%	-19%	5%	-6	25%	-9%	-1%
O=C(CCS(=O)(=O)c1cccc2nonc12)N1CC(=O)N(CCc2ccccc2)C(=O)C1
  -15%	-16%	-7%	1%	-3%	-2	-1%	-2%	-13%
CCOC(=O)c1c(C)[nH]c(N=Nc2ccccc2Cl)c1C
  -4%	-1%	-9%	2%	1%	1	4%	24%	-9%
CN(Cc1ccccc1)C(=O)c1ccc(NC(=O)C2=CSCCO2)cc1
  4%	-4%	-13%	0%	-4%	-2	-19%	-29%	-16%
O=C(NCCCn1ccnc1)C(=O)NCC1OCCN1S(=O)(=O)c1ccccc1 (centres undefined)
  48%	10%	-4%	7%	-7%	2	-2%	-13%	-6%
Cc1ccc(OCC(=O)OCC(=O)c2c(N)n(C)c(=O)n(C)c2=O)cc1C
  -2%	11%	-10%	-7%	-4%	-7	0%	-6%	-15%
Cc1c(NC(=O)C(C)OC(=O)CCc2c[nH]c3ccccc23)c(=O)n(-c2ccccc2)n1C (centres undefined)
  ·	-8%	·	-8%	·	-2	-1%	-39%	-5%
C=CCNC(=O)c1onc(CSc2ccc(F)c(F)c2)c1C(=O)NCC=C
  ·	1%	·	-13%	-4%	1	·	13%	-10%

# Continued; it opens with the 3 that closed the last part.
# Values in the order – Pol beta inh	ALOX12 inh	Apoferritin bind	Pol kappa inh	ERG-DNA inh	LDHA inh	APEX1 inh	RGS4 inh	POLH inh
Cc1ccc(OCC(=O)OCC(=O)c2c(N)n(C)c(=O)n(C)c2=O)cc1C
  -2%	11%	-10%	-7%	-4%	-7	0%	-6%	-15%
Cc1c(NC(=O)C(C)OC(=O)CCc2c[nH]c3ccccc23)c(=O)n(-c2ccccc2)n1C (centres undefined)
  ·	-8%	·	-8%	·	-2	-1%	-39%	-5%
C=CCNC(=O)c1onc(CSc2ccc(F)c(F)c2)c1C(=O)NCC=C
  ·	1%	·	-13%	-4%	1	·	13%	-10%
CSc1nc2ccc(NC(=O)c3ccco3)cc2s1
  6%[57.1 µM]	-6%	-7%	-15%	-14%	-4	1%	2%	-19%
Cc1ccc(C(=O)c2cn[nH]c2-c2ccccc2O)cc1
  27%	5%	-15%	-2%	-7%	-8	-3%	14%	0%
COc1ccc(-c2cc(-c3n[nH]c(=S)n3-c3cc(OC)ccc3OC)[nH]n2)cc1
  18%	45µM*	-15%	-8%	·	-8	0%	?	-13%
Cc1ccn2c(Nc3ccccc3)c(-c3ccccn3)nc2c1
  19%	-2%	-3%	-8%	8%	9	23%	-20%	-11%
CCCCNS(=O)(=O)c1ccc(NS(=O)(=O)c2c(C)cc(C)cc2C)cc1
  -22%	2%	?	7%	1%	3	-5%	1%	-11%
CCC1(c2ccccc2)NC(=O)N(CC(=O)NC2CCCCCC2)C1=O (centres undefined)
  ·	8%	·	3%	1%	-1	8%	10%	-16%
Cc1nn(-c2ccccc2)c(C)c1NC(=O)COC(=O)CCOc1ccccc1
  ·	0%	·	1%	16%	-3	58%[activator]	-9%	-8%
Cc1ccc(CCNC(=O)C2CCCN2S(=O)(=O)c2ccc3c(c2)CCC(=O)N3)cc1 (centres undefined)
  7%	·	-5%	8%	-8%	1	11%	-7%	-12%
O=S(=O)(c1cccc2cccnc12)N1CCCc2ccccc21
  -8%	25%	-12%	-14%	-6%	-1	1%	0%	-10%
Cc1ccc(NC(=O)CCc2c(C)nn(-c3ccc(N4CCCCC4)nn3)c2C)cc1C
  2%	21%	-19%	4%	4%	0	74%	-10%[11.4 µM]	-16%
C[C@H](CO)N1C[C@H](C)[C@@H](CN(C)Cc2ccc(Oc3ccccc3)cc2)Oc2c(NS(=O)(=O)c3cn(C)cn3)cccc2C1=O
  ·	-2%	·	-11%	18%	1	-17%	-7%	-4%
COc1cc(/C=C2/SC(=S)N(CC(=O)Nc3nc4ccccc4s3)C2=O)cc(OC)c1OC
  30%	-5%	?	-4%	·	5	16%	-37%	-10%
O=C(NCC1CCCO1)C1CC(=O)N(C2CCCC2)C1 (centres undefined)
  -1%	17%	-6%	7%	-1%	0	6%	-23%	0%
COc1cccc(C(=O)C2CCCN(C(=O)c3cccc(C#CC(C)(C)O)c3)C2)c1 (centres undefined)
  14%	-17%	-10%	-5%	-9%	-7	13%	26%	-16%
CC1CCCN(C(=O)CSc2cnc3ccccc3n2)C1 (centres undefined)
  4%	8%	?	-1%	1%	-4	-4%	-6%	-4%
CSc1ccccc1NC(=O)C1=CC(c2cccs2)=NS(=O)(=O)N1C
  -5%	-9%	-19%	-5%	-1%	-13	34%	-24%	-6%
Cc1ccc(C)c(NC(=O)C2CC3CCC2C3)c1 (centres undefined)
  51%	-16%	?	-10%	-1%	-11	-2%	18%	-12%
Cc1nc2cc(F)ccc2n1C1CCN(S(=O)(=O)c2ccccc2)CC1
  38%	?	-8%	-13%	8%	-2	-4%	-33%[56.9 µM]	-7%
O=C(COc1ccc(F)cc1)Nc1ccc2nc(SCC(=O)N3CCc4ccccc43)sc2c1
  0%	0%	-14%	-4%	-1%	3	·	1%	-3%
COc1ccc(C(=O)Nc2c(C)csc2C(=O)O)cc1
  -19%	-1%	-1%	2%	8%	-5	-1%	-22%	-6%
COc1ccc(C(=O)c2coc3ccc(O)c(CN(C)C)c23)cc1
  0%	1%	?	8%	11%	5	-2%	2%	-3%
COc1ccc(S(=O)(=O)N(C)C)cc1NC(=O)COC(=O)C1CC1
  ·	78%[activator]	·	9%	-12%	1	7%	-14%	-17%
COc1ccc(CN(C)C(=O)c2ccc(NS(=O)(=O)c3ccc(C)c([N+](=O)[O-])c3)cc2)c(OC)c1OC
  ·	-3%	·	-7%	-7%	-6	41%	27%	4%
Cc1ccc(CN(CC(=O)N/N=C/c2ccco2)S(=O)(=O)c2ccc(C)cc2)cc1
  2%	19%	-18%	-13%	-7%	1	-6%	-9%	-10%
COc1ccc(-c2nc3cc(C(C)C)ccc3o2)cc1NC(=O)COc1ccc(C)cc1C
  -18%	6%	-3%	-2%	7%	-2	·	-19%	-21%
Cc1ccc(Cn2c(NC(=O)c3ccco3)nc3ccccc32)cc1
  7%	147%[activator]	-13%	-9%	-1%	-7	-4%	6%	0%
COCCn1c(SCc2cccnc2)nnc1-c1c[nH]c2ccccc12
  6%	44%	-3%	0%	1%	1	-4%	-38%	-19%
Cc1cc(NC(=S)N(CCCN2CCOCC2)Cc2ccco2)ccc1Cl
  5%	-3%	-27%	-13%	-12%	-6	-9%	-4%	-16%
Cc1cc(C)c(NC(=O)COC(=O)C2=COCCO2)c(Cl)c1
  ·	13%	·	-17%	-8%	-4	-16%	7%	-1%
CS(=O)(=O)c1ccc(Cl)c(NC(=O)c2cc(S(=O)(=O)N3CCOCC3)ccc2N2CCCC2)c1
  ·	-2%	·	-6%	-8%	-4	5%	5%	-7%
CCC1(c2ccc(C)cc2)NC(=O)N(C(C)C(=O)Nc2ccc(N3CCOCC3)cc2)C1=O (centres undefined)
  ·	-18%	·	-4%	-2%	0	5%	-14%	-17%

# These rows are one share of the data; count on the stated rates, not on these rows.
